Fam108B inh: counter-screen for RBBP9 inhibitors: inhibitors of mouse Fam108B | recombinant Fam108B, FP-Rh probe fluorescence polarization | inhibition, % at 9.51 µM | actives 0.33% (n = 300,000);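 active = inhibition above the screen mean inhibition plus 3 SD, computed separately per campaign, cut at about 18% in these data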;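 note: inhibitors lower polarization as less probe binds the enzyme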
Bcl-xL primary: Bcl-xL (human) inhibition; AID 2129; GST-Bcl-xL / FITC-Bim BH3 peptide fluorescence polarization; inhibition, % at 10.9 µM; actives 0.7% (n = 320,000); Q07817;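 active = inhibition above the mean of all tested compounds plus 3 SD, cutoff set per campaign, cut at about 30% in these data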;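 note: 0% = DMSO wells and 100% = unlabeled Bim-BH3 peptide competitor; inhibitors lower millipolarization by displacing the labeled peptide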
GLD-1 TGE inh: GLD-1-TGE RNA interaction inhibition (C. elegans). AID 2280. actives 0.44% (n = 320,000). inhibition, % at 5.96 µM. Q17339. purified GLD-1 + fluorescein TGE RNA, fluorescence polarization;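 active = percent inhibition above a per-plate cutoff, the plate mean of test compounds plus 3 SD, cut at about 30% in these data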;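 note: 0% = DMSO wells with GLD-1 and probe and 100% = wells lacking GLD-1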
Target sequence (Q17339 whole entry, looked up): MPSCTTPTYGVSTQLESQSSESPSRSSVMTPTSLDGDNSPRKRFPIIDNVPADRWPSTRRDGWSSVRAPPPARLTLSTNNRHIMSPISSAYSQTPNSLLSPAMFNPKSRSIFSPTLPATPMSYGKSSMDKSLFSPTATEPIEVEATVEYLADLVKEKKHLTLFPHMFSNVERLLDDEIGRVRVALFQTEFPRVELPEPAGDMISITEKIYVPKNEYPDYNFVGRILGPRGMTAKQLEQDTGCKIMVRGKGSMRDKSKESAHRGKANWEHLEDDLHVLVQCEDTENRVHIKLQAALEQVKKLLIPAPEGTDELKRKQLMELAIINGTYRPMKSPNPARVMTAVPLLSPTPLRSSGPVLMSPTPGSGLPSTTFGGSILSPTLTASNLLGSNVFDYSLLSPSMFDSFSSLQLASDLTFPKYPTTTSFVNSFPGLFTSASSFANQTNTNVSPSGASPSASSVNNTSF
pPAFAH FP inh: inhibitors of human plasma PAF acetylhydrolase (pPAFAH); inhibition, % at 3.39 µM; actives 1.5% (n = 330,000); recombinant pPAFAH, FP-rhodamine probe fluorescence polarization; AID 463082;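 active = inhibition above the mean inhibition across the screen plus 3 SD, cut at about 25% in these data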;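 note: inhibitors block binding of the rhodamine activity-based probe so polarization drops; 0% = enzyme with DMSO and 100% = wells lacking pPAFAH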
PME-1 primary: PME-1 (human) inhibition | Q9Y570 | recombinant PME-1, FP-Rh probe fluorescence polarization | inhibition, % at 5.9 µM | actives 0.53% (n = 320,000);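 active = inhibition above the campaign mean of all compounds plus 3 SD, cut at about 26% in these data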;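 note: competitive labeling of PME-1 active site by serine hydrolase directed probe; 0% = PME-1 with DMSO and 100% = wells lacking PME-1 enzyme; inhibitors block probe labeling so polarization falls and inhibition rises; many of its hits are not listed in these tables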
Target sequence (Q9Y570 whole entry, looked up): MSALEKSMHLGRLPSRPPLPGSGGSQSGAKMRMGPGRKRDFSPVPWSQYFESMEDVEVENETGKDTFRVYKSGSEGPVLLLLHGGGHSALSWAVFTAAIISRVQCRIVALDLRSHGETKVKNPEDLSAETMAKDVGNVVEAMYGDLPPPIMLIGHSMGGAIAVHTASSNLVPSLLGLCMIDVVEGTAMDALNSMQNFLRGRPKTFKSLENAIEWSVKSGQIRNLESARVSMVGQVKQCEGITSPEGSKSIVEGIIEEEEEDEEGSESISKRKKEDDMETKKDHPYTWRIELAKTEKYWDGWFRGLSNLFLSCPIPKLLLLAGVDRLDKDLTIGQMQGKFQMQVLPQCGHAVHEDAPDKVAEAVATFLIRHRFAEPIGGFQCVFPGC
MEX-5 binding: C. elegans MEX-5 TCR-2 RNA binding activity; Q9XUB2; MEX-5/FITC-TCR2 RNA binding, fluorescence polarization; stronger effect = lower value; activity score (negative = inhibition of binding), % at 10 µM; actives 0.38% (n = 300,000); AID 1832;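 active = inhibition past about -25% in most replicates, and total fluorescence under double the plate's negative control median, limit read from the data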;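 note: 0% = DMSO and -100% = 5 µM competing unlabeled TCR2 RNA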
PAFAH1B2 inh: inhibitors of human PAFAH1B2; P68402; recombinant PAFAH1B2, FP-rhodamine activity probe, fluorescence polarization; inhibition, % at 3.39 µM; actives 1.2% (n = 340,000); AID 492953;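 active = inhibition above the mean of all tested compounds plus 3 SD, cut at about 24% in these data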;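 note: 0% = enzyme with DMSO and 100% = wells lacking PAFAH1B2; many of its hits are not listed in these tables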
Target sequence (P68402 whole entry, looked up): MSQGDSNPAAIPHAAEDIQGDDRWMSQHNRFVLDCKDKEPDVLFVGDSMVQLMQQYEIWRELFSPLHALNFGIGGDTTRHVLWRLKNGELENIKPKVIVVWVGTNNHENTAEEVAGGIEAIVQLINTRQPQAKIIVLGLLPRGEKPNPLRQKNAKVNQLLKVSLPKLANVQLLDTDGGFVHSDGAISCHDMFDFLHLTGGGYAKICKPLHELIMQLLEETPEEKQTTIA
AHR activator: activators of human aryl hydrocarbon receptor; activation, % at 5 µM; AID 2796; actives 2.5% (n = 320,000); P35869; AHR-responsive luciferase reporter cells, luminescence; in the data active = activation above about 47%;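 note: 0% = vehicle wells and 100% = reference agonist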
MCL1-BIM inh: inhibitors of human MCL1 binding to BIM-BH3 peptide. GST-MCL1 / FITC-Bim-BH3 fluorescence polarization. actives 0.68% (n = 320,000). AID 2057. inhibition, % at 10.9 µM;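 active = inhibition above the mean inhibition of all tested compounds plus 3 SD, set per campaign, cut at about 40% in these data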;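 note: 0% = DMSO wells and 100% = unlabeled Bim-BH3 peptide control; higher means more loss of mP so more displacement of Bim peptide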
* = called active by the depositor; & = joins results of further samples. The list is partial; count on the stated rates, not on these rows.

For COCCN1C(=O)N[C@@H](c2ccco2)C(C(C)=O)=C1C the results were Fam108B inh -1, Bcl-xL primary 2, GLD-1 TGE inh -5, pPAFAH FP inh -7, PME-1 primary -8, MEX-5 binding -2.7, PAFAH1B2 inh 4, AHR activator 1 and MCL1-BIM inh 6.
Screening COc1cc(S(=O)(=O)N2CCCCC2)ccc1NC(C)=O returned Fam108B inh 1, Bcl-xL primary 2, GLD-1 TGE inh 3, pPAFAH FP inh -2, PME-1 primary -5, MEX-5 binding 1.2, PAFAH1B2 inh 2, AHR activator -1 and MCL1-BIM inh 7.
Screening Cc1ccccc1C(=O)NC1CCN(CC(=O)NCc2cccs2)CC1 returned Fam108B inh -2, Bcl-xL primary 5, GLD-1 TGE inh 4, pPAFAH FP inh 1, PME-1 primary -1, MEX-5 binding -1.1, PAFAH1B2 inh 4, AHR activator -1 and MCL1-BIM inh 5.
`O=C(Nc1cc(F)ccc1F)c1ccc(-n2cncn2)c([N+](=O)[O-])c1` gave Fam108B inh 1, Bcl-xL primary -13, GLD-1 TGE inh -1, pPAFAH FP inh 0, PME-1 primary 7, MEX-5 binding 1.8, PAFAH1B2 inh 0, AHR activator 8 and MCL1-BIM inh -6.
Screening O=C(NC1CCCCC1)c1ccccc1NC(=O)C1CC(=O)N(c2ccc(Cl)cc2)C1 (configuration not stated) returned Fam108B inh -3, Bcl-xL primary -5, GLD-1 TGE inh -1, pPAFAH FP inh -1, PME-1 primary -5, MEX-5 binding 0.0, PAFAH1B2 inh 2, AHR activator 3 and MCL1-BIM inh -8.
For CC(C)(C)c1ccc(-c2nnc(SCC(=O)NC3CC3)o2)cc1 the results were Bcl-xL primary -10, GLD-1 TGE inh 2, pPAFAH FP inh 0, PME-1 primary -6, PAFAH1B2 inh 4, AHR activator 6 and MCL1-BIM inh -14.
COc1cc(NC(=O)C2CCCN2C(=O)C2CCC(C)CC2)cc(OC)c1OC (configuration not stated) was read as Fam108B inh 3, Bcl-xL primary 2, GLD-1 TGE inh -4, pPAFAH FP inh 1, PME-1 primary 2, MEX-5 binding 1.5, PAFAH1B2 inh 3, AHR activator 3 and MCL1-BIM inh 2.
Screening c1ccc(-c2noc(CC3CCCCC3)n2)nc1 returned Fam108B inh 1, Bcl-xL primary 0, GLD-1 TGE inh 9, pPAFAH FP inh -3, PME-1 primary 3, MEX-5 binding 2.1, PAFAH1B2 inh 10, AHR activator 4 and MCL1-BIM inh 4.
Screening O=C(Cc1ccccc1)NNC(=O)c1cccs1 returned Fam108B inh 4, Bcl-xL primary 8, GLD-1 TGE inh 6, pPAFAH FP inh 2, PME-1 primary 4, MEX-5 binding 2.0, PAFAH1B2 inh 4, AHR activator -1 and MCL1-BIM inh 5.
`Cc1cc(Cl)ccc1OCC(=O)Nc1ccccc1N1CCOCC1` gave Fam108B inh 0, Bcl-xL primary -1, GLD-1 TGE inh 9, pPAFAH FP inh 7, PME-1 primary 4, MEX-5 binding 1.0, PAFAH1B2 inh 4, AHR activator 1 and MCL1-BIM inh -4.
Screening COc1cc(-c2cc(C(=O)Nc3ccncc3)c3ccccc3n2)cc(OC)c1OC returned Bcl-xL primary 5, GLD-1 TGE inh 3, pPAFAH FP inh 4, PME-1 primary -6, PAFAH1B2 inh -6, AHR activator 17 and MCL1-BIM inh 2.
COc1ccccc1NC(=O)Nc1ccccc1Br was read as Fam108B inh 2, Bcl-xL primary 4, GLD-1 TGE inh -3, pPAFAH FP inh 5, PME-1 primary 3, MEX-5 binding 0.6, PAFAH1B2 inh -1, AHR activator 32 and MCL1-BIM inh 7.
Screening CCC(OC(=O)CNS(=O)(=O)c1ccccc1)C(=O)c1ccccc1 (configuration not stated) returned Fam108B inh 1, Bcl-xL primary 3, GLD-1 TGE inh 1, pPAFAH FP inh 6, PME-1 primary -9, MEX-5 binding -1.9, PAFAH1B2 inh -2, AHR activator 1 and MCL1-BIM inh -1.
`Cc1ccc(CNC(=O)COC(=O)c2cc(=O)[nH]c3ccccc23)cc1` gave GLD-1 TGE inh 4, pPAFAH FP inh 4, PAFAH1B2 inh 5 and AHR activator 7.
`COC(=O)c1nc2nc(C)cc(=O)n2[nH]1` gave Fam108B inh 1, Bcl-xL primary 3, GLD-1 TGE inh 0, pPAFAH FP inh 2, PME-1 primary 0, MEX-5 binding 1.6, PAFAH1B2 inh 2, AHR activator 0 and MCL1-BIM inh 5.
For Nc1cc(=O)[nH]c(SCC(=O)N2N=C(c3ccc(Cl)cc3)CC2c2ccco2)n1 (configuration not stated) the results were Fam108B inh -3, Bcl-xL primary -1, GLD-1 TGE inh -2, pPAFAH FP inh 0, PME-1 primary -14, MEX-5 binding -0.8, PAFAH1B2 inh -5, AHR activator -3 and MCL1-BIM inh 2.
For CCCCNC(=O)OCC(CC)NC(=O)OC(C)C (configuration not stated) the results were Fam108B inh -3, Bcl-xL primary -4, GLD-1 TGE inh -3, pPAFAH FP inh -6, PME-1 primary -4, MEX-5 binding 2.1, PAFAH1B2 inh -4, AHR activator 8 and MCL1-BIM inh -7.
COc1ccc([N+](=O)[O-])c2c(=O)ccoc12 was read as Fam108B inh -2, Bcl-xL primary 2, GLD-1 TGE inh 0, pPAFAH FP inh 0, PME-1 primary 1, MEX-5 binding 0.8, PAFAH1B2 inh 2, AHR activator -4 and MCL1-BIM inh -1.
For CC1CN2C(c3ccc([N+](=O)[O-])cc3)=CSC2=N1 (configuration not stated) the results were Fam108B inh -5, Bcl-xL primary 9, GLD-1 TGE inh 2, pPAFAH FP inh 1, PME-1 primary 0, MEX-5 binding -5.0, PAFAH1B2 inh 3, AHR activator 0 and MCL1-BIM inh 6.
Screening Cc1cc2ccccc2cc1CN1CCCCC1 returned Fam108B inh -1, Bcl-xL primary 3, GLD-1 TGE inh 2, pPAFAH FP inh 2, PME-1 primary 1, MEX-5 binding 0.5, PAFAH1B2 inh 2, AHR activator -1 and MCL1-BIM inh 4.
O=[N+]([O-])c1cccc(/C=N/n2cnnc2)c1 was read as Fam108B inh 0, Bcl-xL primary 1, GLD-1 TGE inh 8, pPAFAH FP inh 4, PME-1 primary 2, MEX-5 binding -0.3, PAFAH1B2 inh 6, AHR activator 1 and MCL1-BIM inh 6.
For Cc1ccc(/C=N/NC(=S)NC(C)C)o1 the results were Fam108B inh 0, Bcl-xL primary -20, GLD-1 TGE inh -24, pPAFAH FP inh 0, PME-1 primary -4, MEX-5 binding -1.2, PAFAH1B2 inh 3, AHR activator 13 and MCL1-BIM inh -20.
For O=c1[nH]c2ccccc2c(=O)n1Cc1ccco1 the results were Fam108B inh 4, Bcl-xL primary 5, GLD-1 TGE inh 1, pPAFAH FP inh -1, PME-1 primary 0, MEX-5 binding 0.7, PAFAH1B2 inh 5, AHR activator 4 and MCL1-BIM inh 2.
Screening O=C(COc1ccccc1Cl)NCC(c1cccs1)N1CCOCC1 (configuration not stated) returned Fam108B inh 0, Bcl-xL primary -6, GLD-1 TGE inh 0, pPAFAH FP inh 2, PME-1 primary 10, MEX-5 binding 3.3, PAFAH1B2 inh 4, AHR activator 4 and MCL1-BIM inh -1.
Screening COc1ccc(S(=O)(=O)Nc2ccccc2C(=O)NCc2ccco2)cc1Br returned Fam108B inh -2, Bcl-xL primary 2, GLD-1 TGE inh -1, pPAFAH FP inh 12, PME-1 primary -6, MEX-5 binding 1.5, PAFAH1B2 inh 1, AHR activator 0 and MCL1-BIM inh -12.
For S=C(NCc1ccncc1)NC1CCCC1 the results were Fam108B inh 0, Bcl-xL primary 4, GLD-1 TGE inh -3, pPAFAH FP inh 3, PME-1 primary 1, MEX-5 binding -1.5, PAFAH1B2 inh 0, AHR activator -1 and MCL1-BIM inh 8.
For Cc1nc2cc(-c3cccc(F)c3)nn2c(C)c1CCC(=O)NC(C)c1ccc2c(c1)OCCO2 (configuration not stated) the results were Fam108B inh -2, Bcl-xL primary 2, GLD-1 TGE inh 1, pPAFAH FP inh 1, PME-1 primary -4, MEX-5 binding 1.2, PAFAH1B2 inh 3, AHR activator -10 and MCL1-BIM inh -1.
CC(C)CNc1cc(=O)n(C)c(=O)n1C was read as Fam108B inh -3, Bcl-xL primary -7, GLD-1 TGE inh 11, pPAFAH FP inh 1, PME-1 primary -2, MEX-5 binding 0.2, PAFAH1B2 inh 3, AHR activator -1 and MCL1-BIM inh -9.
`O=C(NCCOc1ccccc1F)C1CC(=O)N(c2ccc3c(c2)OCCO3)C1` (configuration not stated) gave Bcl-xL primary -4, GLD-1 TGE inh 2, pPAFAH FP inh 0, PME-1 primary 4, PAFAH1B2 inh 0, AHR activator 4 and MCL1-BIM inh -18.
For Cc1cc(NC(=O)CSc2nnc(Cc3ccccc3)n2C)no1 the results were Fam108B inh 4, Bcl-xL primary 4, GLD-1 TGE inh -1, pPAFAH FP inh 3, PME-1 primary -3, MEX-5 binding -1.3, PAFAH1B2 inh 2, AHR activator 1 and MCL1-BIM inh 5.
For O=C(NC(NC(=S)Nc1cccc(C(=O)O)c1)C(Cl)(Cl)Cl)OCc1ccccc1 (configuration not stated) the results were Fam108B inh -2, Bcl-xL primary 9, GLD-1 TGE inh 2, pPAFAH FP inh 1, PME-1 primary 1, MEX-5 binding -0.8, PAFAH1B2 inh 3, AHR activator -2 and MCL1-BIM inh 8.
`COc1cc(NC(=S)NCCCN2CCOCC2)c(OC)cc1NC(=O)c1ccco1` gave Fam108B inh 2, Bcl-xL primary 5, GLD-1 TGE inh 3, pPAFAH FP inh 7, PME-1 primary 2, MEX-5 binding 1.2, PAFAH1B2 inh 4, AHR activator 0 and MCL1-BIM inh 5.
`O=C(COC(=O)c1ccco1)Nc1ccc2c(c1)OCCO2` gave Fam108B inh 2, Bcl-xL primary -1, GLD-1 TGE inh 3, pPAFAH FP inh 0, PME-1 primary -2, MEX-5 binding -0.1, PAFAH1B2 inh 0, AHR activator 2 and MCL1-BIM inh 1.
`CC(C)Oc1ccc(/C=C(\NC(=O)/C=C/c2ccco2)C(=O)NCCc2nc3ccccc3[nH]2)cc1` gave Fam108B inh -7, Bcl-xL primary 0, GLD-1 TGE inh -6, pPAFAH FP inh 10, PME-1 primary -1, MEX-5 binding 5.9, PAFAH1B2 inh -2, AHR activator 2 and MCL1-BIM inh -11.
`N=c1c[n+](N2CCOCC2)[n-]o1` gave Fam108B inh -6&-2, Bcl-xL primary 0&-2, GLD-1 TGE inh 0&6, pPAFAH FP inh -6&-1, PME-1 primary -11&-4, MEX-5 binding -2.7&1.0, PAFAH1B2 inh 2, AHR activator 4&-3 and MCL1-BIM inh 0&8.
Screening O=[N+]([O-])c1cnc(Nc2ccccc2)nc1Nc1ccccc1 returned Fam108B inh -1, Bcl-xL primary 5, GLD-1 TGE inh -7, pPAFAH FP inh 2, PME-1 primary -2, MEX-5 binding -1.9, PAFAH1B2 inh -2, AHR activator 8 and MCL1-BIM inh 5.
`CN1CCN(C(=O)c2cc3nc(-c4ccc(Cl)cc4)cc(C(F)(F)F)n3n2)CC1` gave Fam108B inh -4, Bcl-xL primary 4, GLD-1 TGE inh 5, pPAFAH FP inh 8, PME-1 primary 1, MEX-5 binding 0.3, PAFAH1B2 inh -2, AHR activator 0 and MCL1-BIM inh 4.

Source: PubChem BioAssay (several laboratories)
